GLA spleen mod = alpha-galactosidase A (human) modulation; P06280; human spleen homogenate, 4MU-alpha-Gal fluorescence, 40 min; Potency, µM (series often up to 80 µM), for the others: at the top dose activity change, negative = inhibition, most hits filed as inhibitors; actives 0.008% (n = 240,000); AID 2107;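 further: 0% = enzyme with vehicle and -100% = no enzyme basal signal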
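Inhibition or activation of alpha-galactosidase in human spleen homogenate is scored by 4-MU fluorescence after 40 min at 37C, pH 5.0, with 1 mM substrate. AC50s come from concentration-response fitted to the Hill equation.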
Tau fibril ThT = blocks human tau fibril formation measured by thioflavin T | P10636 | recombinant tau K18 P301L, heparin-induced fibrillization, ThT fluorescence | actives 2.1% (n = 270,000) | Potency, µM (highest dose often 57.4 µM), for the others: at the top dose activity, negative = inhibition, actives largely listed as inhibitors; further: nearly all actives have a fitted effect of over 55% in size
Target sequence (P10636 561-689 P618L limits assumed): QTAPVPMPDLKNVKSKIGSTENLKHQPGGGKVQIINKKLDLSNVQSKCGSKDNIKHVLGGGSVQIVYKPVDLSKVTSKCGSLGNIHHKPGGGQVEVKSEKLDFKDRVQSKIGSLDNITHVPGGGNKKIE
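Heparin-induced fibrillization of the P301L-mutant K18 repeat-domain fragment of human tau was followed by ThT binding in quantitative high-throughput format.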
Tau FP inhib = tau fibrillization inhibition (FP); P10636; K18 P301L tau heparin fibrillization, Alexa594 FP, 6 h; Potency, µM (doses to about 57.7 µM), without a hit: at the top dose activity, negative = inhibition, most hits filed as inhibitors; actives 0.39% (n = 280,000); AID 1468; further: nearly all actives have a fitted effect of over 55% in size
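Steps: dispense K18 P301L tau (15 uM plus 0.24 uM Alexa 594 tracer, final) in pH 7 sodium acetate; add compound; add heparin (20 uM final); incubate 6 hr, 37 C; add ThT (30 uM final); after 1 hr ambient, read FP.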
TRb SRC2 PPI = TRbeta-SRC2 interaction inhibition. P10828. TRbeta-SRC2 peptide binding, fluorescence polarization; receptor liganded with 1 µM T3. Potency, µM (highest dose often 106 µM), without a hit: at the top dose activity change, negative = inhibition, most hits filed as inhibitors. actives 0.065% (n = 280,000). AID 1469;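 further: plate controls were bound peptide for no effect and peptide without receptor for full effect; nearly all actives have a fitted effect of over 50% in size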
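Each compound concentration gave % activity, normalized to unbound and bound Texas Red SRC2 controls, from polarization read after 5 hr ambient incubation with T3-loaded human TRb LBD.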
ALDH1A1 block = blocks purified human ALDH1A1 activity. actives 7.3% (n = 220,000). P00352. Potency, µM (titrated, usually from 75.3 µM), without a hit: top-dose activity, negative = inhibition, hits mostly inhibitors. AID 1030. Purified ALDH1A1, NADH fluorescence, propionaldehyde substrate; active means well fitted inhibition curve with a large enough effect, not every such curve was filed as active; inconclusive means small, poorly fitted or top-dose-only effect, or another doubt; inactive means no such curve, though single readings can be large or run the other way;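 further: plate controls were no enzyme wells and a reference inhibitor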
Tau fluor cs = counter-screen for tau fibril formation inhibitors | Potency, µM (highest dose often 57.7 µM), inactives show at the highest dose activity change, negative = decrease | tau K18 P301L (four-repeat tau fragment) Alexa594 fluorescence, heparin fibrillization | AID 1463 | actives 0.93% (n = 280,000); further: nearly all actives have a fitted effect of over 55% in size
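Human K18 P301L tau (15 uM unlabeled plus 0.24 uM Alexa 594-labeled, final) in 100 mM sodium acetate pH 7 was mixed with compound and 20 uM heparin and incubated 6 hr at 37 C.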
L3MBTL1 block = blocks human L3MBTL1. Q9Y468. AlphaScreen L3MBTL1–H3K9me1 peptide binding. Potency, µM (highest dose often 57.1 µM), for the others: at the top dose activity, negative = inhibition, hits mostly inhibitors. actives 0.66% (n = 230,000); further: nearly all actives have a fitted effect of over 60% in size
Target sequence (Q9Y468 whole entry, looked up): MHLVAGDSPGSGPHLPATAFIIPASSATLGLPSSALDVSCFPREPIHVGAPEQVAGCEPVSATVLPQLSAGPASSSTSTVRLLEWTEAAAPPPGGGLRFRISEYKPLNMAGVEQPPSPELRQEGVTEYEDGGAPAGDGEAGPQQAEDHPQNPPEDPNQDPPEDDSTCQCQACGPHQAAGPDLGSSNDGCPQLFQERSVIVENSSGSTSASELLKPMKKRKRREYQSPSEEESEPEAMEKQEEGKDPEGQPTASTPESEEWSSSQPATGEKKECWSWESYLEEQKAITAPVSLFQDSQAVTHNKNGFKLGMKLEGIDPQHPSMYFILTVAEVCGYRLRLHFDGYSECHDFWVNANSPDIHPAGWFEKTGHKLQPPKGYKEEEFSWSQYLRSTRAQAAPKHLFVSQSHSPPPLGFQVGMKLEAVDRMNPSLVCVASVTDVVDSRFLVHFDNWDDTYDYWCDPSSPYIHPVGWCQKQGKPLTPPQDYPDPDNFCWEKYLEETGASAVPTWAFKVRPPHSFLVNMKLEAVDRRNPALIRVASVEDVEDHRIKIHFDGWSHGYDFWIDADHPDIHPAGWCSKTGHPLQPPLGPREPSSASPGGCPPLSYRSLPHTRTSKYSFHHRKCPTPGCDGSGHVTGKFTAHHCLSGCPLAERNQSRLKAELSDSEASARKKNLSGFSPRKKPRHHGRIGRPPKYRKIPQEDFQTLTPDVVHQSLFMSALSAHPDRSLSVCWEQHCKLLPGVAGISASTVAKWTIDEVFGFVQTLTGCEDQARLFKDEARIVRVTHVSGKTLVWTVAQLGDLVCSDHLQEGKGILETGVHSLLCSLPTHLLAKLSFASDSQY
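L3MBTL1 (50 nM) pre-complexed 30 min with biotinylated H3(1-15)K9me1 peptide (75 nM), then compounds added for 30 min at room temperature; AlphaScreen streptavidin donor/nickel chelate acceptor beads (10 ug/mL final) read after 30 min dark incubation.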
TexasRed fluor = alters Texas Red total fluorescence, flagging assay interference | TRb/SRC2 Texas Red total fluorescence interference | Potency, µM (top dose mostly 106 µM), for the others: top-dose fluorescence change, negative = quenching | actives 0.29% (n = 280,000) | AID 1479; active means well fitted curve in either direction with a large enough effect; inconclusive means small, poorly fitted or top-dose-only effect
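Human TRβ ligand-binding domain (0.6 uM) and Texas Red SRC2 peptide (20 nM) in Tris buffer with 1 uM T3 and 5% DMSO were incubated with pinned compound for 5 hr at ambient temperature. Total fluorescence was computed as S + 2P (555/632 nm).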
Active calls of the source: *; ? = inconclusive; · = not tested or not shown; [ ] = dose if it differs, or a comment. Unless noted, the call rests on the fitted dose curve; in most records, active means well fitted curve in the direction sought with a large enough effect; inconclusive means small, poorly fitted or top-dose-only effect, or another doubt; inactive means no such curve, though single readings can be large; an effect the other way counts as inactive or inconclusive. Unless noted, on the % scale 0 is the no-effect control and ±100 the full control effect; potency means the concentration at half of the fitted maximal effect.

1) COc1ccc(-c2cc3nc(C)c(CCC(=O)N4CCN(c5cc(C)ccc5C)CC4)c(C)n3n2)c(OC)c1
2) CCC(=O)N1CCn2c1nc1ccccc12
3) Cc1cccn2c(=O)c3cc(C(N)=S)c(=N)n(CCCOC(C)C)c3nc12
4) Cc1cn(C(=O)c2cccc(Br)c2)c(C)n1
5) CCCCC

assay / compound	1	2	3	4	5
GLA spleen mod	·	-6%	?	-1%	2%
Tau fibril ThT	-17%	-2%	?	-7%	·
Tau FP inhib	1%	10%	-6%	2%	·
TRb SRC2 PPI	-3%	-3%	-8%	-21%	10%
ALDH1A1 block	·	6%	?	5%	-4%
Tau fluor cs	-21%	6%	-7%	3%	·
L3MBTL1 block	·	-6%	-6%	-4%	·
TexasRed fluor	-5%	-8%	-4%	-1%	0%

Part of the list above, showing only Tau fluor cs, Tau fibril ThT and TRb SRC2 PPI:
| item | Structure | Tau fluor cs | Tau fibril ThT | TRb SRC2 PPI |
| --- | --- | --- | --- | --- |
| 1 | COc1ccc(-c2cc3nc(C)c(CCC(=O)N4CCN(c5cc(C)ccc5C)CC4)c(C)n3n2)c(OC)c1 | -21% | -17% | -3% |
| 2 | CCC(=O)N1CCn2c1nc1ccccc12 | 6% | -2% | -3% |
| 3 | Cc1cccn2c(=O)c3cc(C(N)=S)c(=N)n(CCCOC(C)C)c3nc12 | -7% | ? | -8% |
| 4 | Cc1cn(C(=O)c2cccc(Br)c2)c(C)n1 | 3% | -7% | -21% |
| 5 | CCCCC | · | · | 10% |

Next entries
6) COc1ccc2c(c1OC)C(=O)N(c1cccc(C)c1)C2=O
7) CC12C=CC3(CN(Cc4ccccc4)C(=O)C3C1C(=O)NCc1ccco1)O2 (centres undefined)
8) FC(F)(F)c1cccc(NC(=S)NCc2ccccc2)c1
9) CCSc1nnc(NC(=O)CSc2nc3c(cc2C#N)CCCC3)s1
10) COc1ccc(-c2nn3c(C4CCCCC4)nnc3s2)cc1OC

assay / compound	6	7	8	9	10
GLA spleen mod	-3%	-1%	5%	12%	-1%
Tau fibril ThT	1%	-12%	-5%	2.8µM*	2%
Tau FP inhib	-2%	0%	?	3%	6%
TRb SRC2 PPI	-3%	-2%	-6%	1%	-1%
ALDH1A1 block	5µM*	-1%	7%	-5%	13µM*
Tau fluor cs	-1%	-8%	?	?	1%
L3MBTL1 block	2%	-5%	5%	2%	20%
TexasRed fluor	1%	-6%	-4%	0%	-4%

Next part, starting with the last four of the part before.
7) CC12C=CC3(CN(Cc4ccccc4)C(=O)C3C1C(=O)NCc1ccco1)O2 (centres undefined)
8) FC(F)(F)c1cccc(NC(=S)NCc2ccccc2)c1
9) CCSc1nnc(NC(=O)CSc2nc3c(cc2C#N)CCCC3)s1
10) COc1ccc(-c2nn3c(C4CCCCC4)nnc3s2)cc1OC
11) CCCOC(=O)c1ccc(NC(=O)c2cc(OC)c(OC)c(OC)c2Br)cc1
12) COc1ccc(C(=O)Nc2ccc(C3CC3(Cl)Cl)cc2)cc1 (centres undefined)
13) CCC(C)NC(=O)Cn1c(=O)n(-c2ccc(C)c(C)c2)c(=O)c2c(C)c(C(=O)N(CC)CC)sc21 (centres undefined)
14) CCCS(=O)(=O)N1CCN(C(=O)COc2ccc(-c3ccccc3)cc2)CC1
15) Cc1cc[n+](-c2nc3ccccc3nc2C(=C=[N-])C#N)cc1

assay / compound	7	8	9	10	11	12	13	14	15
GLA spleen mod	-1%	5%	12%	-1%	-10%	0%	·	7%	19%
Tau fibril ThT	-12%	-5%	2.8µM*	2%	?	-10%	0%	-5%	-10%
Tau FP inhib	0%	?	3%	6%	-3%	-12%	-10%	-8%	-6%
TRb SRC2 PPI	-2%	-6%	1%	-1%	3%	-3%	1%	-8%	-3%
ALDH1A1 block	-1%	7%	-5%	13µM*	0%	15%	·	?	6%
Tau fluor cs	-8%	?	?	1%	-21%	-11%	0%	-11%	-4%
L3MBTL1 block	-5%	5%	2%	20%	10%	0%	·	-22%	-7%
TexasRed fluor	-6%	-4%	0%	-4%	-5%	-4%	-4%	1%	2%

16) O=C(c1cc([N+](=O)[O-])cc([N+](=O)[O-])c1)N1CCN(C(=O)c2ccco2)CC1
17) Cn1c(=O)c2cc(S(=O)(=O)NCCC(=O)Nc3ccc(F)cc3F)ccc2n(C)c1=O
18) CC(C)(C)c1ccc(OCC(=O)N(Cc2ccco2)Cc2ccccc2F)cc1
19) O=C(CC1C(=O)NCCN1C(=O)Nc1ccccc1)Nc1cccc(C(F)(F)F)c1 (centres undefined)
20) COc1cc(-c2noc(CCCC(=O)NC3CCCCC3)n2)cc(OC)c1OC

assay / compound	16	17	18	19	20
GLA spleen mod	0%	1%	·	5%	5%
Tau fibril ThT	·	1%	?	-1%	-12%
Tau FP inhib	-6%	-2%	-3%	0%	2%
TRb SRC2 PPI	4%	-3%	1%	1%	2%
ALDH1A1 block	·	-2%	·	7%	4%
Tau fluor cs	-8%	-4%	-15%	-9%	-14%
L3MBTL1 block	·	2%	·	-1%[11.4 µM]	·
TexasRed fluor	-1%	2%	-1%	2%	-2%

21) COc1ccccc1CNC(=O)c1ccc(CS(=O)(=O)c2ccccc2C)o1
22) O=C(c1csc(Nc2cccc3ccccc23)n1)N1CCCC1
23) Cc1cc(N/N=C/c2ccc3c(c2)OCO3)nc2ccccc12
24) OC1NC(=S)N(c2ccccc2)C1O (centres undefined)
25) Cc1cccc2nc(Cn3c(=O)n(-c4ccccc4)c(=O)c4c5c(sc43)CCC5)cc(=O)n12

assay / compound	21	22	23	24	25
GLA spleen mod	·	7%	16%	15%	·
Tau fibril ThT	2%	?	·	-1%	-4%
Tau FP inhib	-4%	-1%	3%	0%	3%
TRb SRC2 PPI	-1%	6%	13%	-3%	1%
ALDH1A1 block	·	·	·	·	·
Tau fluor cs	-4%	-16%	-72%	8%	-11%
L3MBTL1 block	·	·	·	9%	·
TexasRed fluor	-1%	-2%	-3%	1%	5%

26) O=C(CCn1c2c(c3ccccc31)CCCC2)NNC(=O)c1ccc(Cl)c([N+](=O)[O-])c1
27) CCn1nnnc1NCc1cccc(Cl)c1
28) CCOCCCNC(=S)N1CCC(C(=O)c2ccc3c(c2)OCCO3)CC1
29) COc1ccc(NC(C)(C)c2nnnn2-c2c(C)cccc2C)cc1
30) Cc1ccc(CN2CCSc3ccc(C(=O)N4CCN(c5cccc(C)c5C)CC4)cc32)cc1

assay / compound	26	27	28	29	30
GLA spleen mod	1%	9%	1%	-3%	·
Tau fibril ThT	?	-1%	0%	-4%	?
Tau FP inhib	?	5%	-3%	14%	0%
TRb SRC2 PPI	-12%	-12%	6%	1%	-7%
ALDH1A1 block	4%	4%	?	?	·
Tau fluor cs	?	0%	0%	-7%	-25%
L3MBTL1 block	-4%	7%	-11%	-12%	·
TexasRed fluor	-1%	0%	1%	-1%	-1%

31) Cn1c(=O)c2c(nc(Br)n2CCSc2nc3ccccc3o2)n(C)c1=O
32) COc1cccc(C2/C(=C(/O)c3ccccc3)C(=O)C(=O)N2CCCC(=O)O)c1 (centres undefined)
33) COc1ccc(/C(N)=N/OC(=O)Cc2ccccc2)cc1
34) Cc1ccsc1C(=O)Nc1cc(C(C)(C)C)nn1-c1ccccc1
35) O=C(CCC(=O)Nc1ccccc1)N/N=C/c1ccncc1

assay / compound	31	32	33	34	35
GLA spleen mod	-10%	2%	4%	0%	12%
Tau fibril ThT	-12%	-17%	-12%	-8%	?
Tau FP inhib	10%	1%	-5%	-2%	-8%
TRb SRC2 PPI	2%	-3%	-1%	12%	-4%
ALDH1A1 block	?	-10%	-3%	1%	-9%
Tau fluor cs	-7%	-5%	-18%	-18%	-10%
L3MBTL1 block	14%	1%	72%[activator]	·	23%
TexasRed fluor	2%	0%	?	0%	-11%

36) Cc1cc2c(c(=O)o1)C1(C(=O)N(CC(=O)O)c3ccccc31)C(C#N)=C(N)O2 (centres undefined)
37) CCOC(=O)N1CCN(C(=O)COc2cccc3c2CCN(Cc2cccc(C)c2)C3=O)CC1
38) CC(=O)CC(C)=NCCN=C(C)CC(C)=O
39) COc1ccccc1/C=N/NC(=O)CCSc1ccccc1
40) O=C(Nc1ccccc1F)Nc1ccccc1N1CCCCC1

assay / compound	36	37	38	39	40
GLA spleen mod	7%	5%	-12%	7%	-22%
Tau fibril ThT	-6%	-9%	-6%	-11%	-5%
Tau FP inhib	-1%	-5%	0%	2%	0%
TRb SRC2 PPI	-9%	-12%	-1%	0%	-2%
ALDH1A1 block	1%	3%	-4%	-8%	-9%
Tau fluor cs	2%	-6%	-4%	-15%	-23%
L3MBTL1 block	?	3%	-2%	9%	7%
TexasRed fluor	4%	2%	3%	0%	-3%

Arranged by molar mass (lowest first): part of the list above.
40) O=C(Nc1ccccc1F)Nc1ccccc1N1CCCCC1
36) Cc1cc2c(c(=O)o1)C1(C(=O)N(CC(=O)O)c3ccccc31)C(C#N)=C(N)O2 (centres undefined)
37) CCOC(=O)N1CCN(C(=O)COc2cccc3c2CCN(Cc2cccc(C)c2)C3=O)CC1

assay / compound	40	36	37
GLA spleen mod	-22%	7%	5%
Tau fibril ThT	-5%	-6%	-9%
Tau FP inhib	0%	-1%	-5%
TRb SRC2 PPI	-2%	-9%	-12%
ALDH1A1 block	-9%	1%	3%
Tau fluor cs	-23%	2%	-6%
L3MBTL1 block	7%	?	3%
TexasRed fluor	-3%	4%	2%

Continued:
41) O=C1C=CN(Cc2ccccc2)CC1
42) CCn1c(SCC(=O)c2[nH]c(C)c(C(C)=O)c2C)nnc1-c1ccccc1
43) COc1cc(-c2nnc(CSc3nc4ccccc4s3)o2)cc(OC)c1OC
44) COc1ccc(CCNC(=O)c2cc3c(=O)n4ccccc4nc3n2C)cc1
45) N#Cc1ccc(OCC(=O)Nc2ccccc2NS(=O)(=O)c2cccs2)cc1
46) Cc1ccccc1N1CCN(S(=O)(=O)c2nnc(NC(=O)c3ccccc3)s2)CC1

assay / compound	41	42	43	44	45	46
GLA spleen mod	2%	-17%	-1%	·	2%	·
Tau fibril ThT	-2%	-16%	-17%	-15%	-8%	?
Tau FP inhib	-2%	-4%	3%	10%	5%	-5%
TRb SRC2 PPI	5%	-17%	-12%	-6%	-4%[53 µM]	-16%
ALDH1A1 block	·	-16%	?	·	7%	·
Tau fluor cs	-4%	-7%	-7%	-21%	-12%	-23%
L3MBTL1 block	·	-10%	-1%	·	0%	·
TexasRed fluor	-1%	-2%	-1%	-2%	-2%[53 µM]	?

From PubChem BioAssay
